TRPC6 act = activators of mouse TRPC6 channel; HEK293-TRPC6 membrane potential dye fluorescence; hits give high values; Q61143; hit rate 0.13% among 310,000; B-score at 10 µM;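 active means B-score of the integrated fluorescence ratio above library mean plus 3 SD, and starting fluorescence ratio within library mean plus 5 SD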;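 further: higher score means more depolarization so channel activation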
IEC-6 tox = IEC-6 cytotoxicity, counter-screen for KLF5 inhibitors | luminescence viability | inhibition, % at 5 µM | hit rate 0.78% among 290,000 | AID 1825; in the data active means inhibition above about 22%;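 further: 0% = plate median of test compound wells and 100% = cytotoxic reference compound wells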
TRPC4 PAM = allosteric potentiators of mouse TRPC4 channel | Q9QUQ5 | HEK293 TRPC4beta/mu-opioid, DAMGO EC20, Fluo-4 Ca2+ flux; hits give high values | B-score at 10 µM | hit rate 0.42% among 310,000 | AID 2227;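 active means B-score of calcium response area above 5 SD of library B-scores, with initial fluorescence ratio within 5 SD of library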;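 further: B-score of integrated fluorescence ratio over time as area under calcium response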
Target sequence (Q9QUQ5 whole entry, looked up): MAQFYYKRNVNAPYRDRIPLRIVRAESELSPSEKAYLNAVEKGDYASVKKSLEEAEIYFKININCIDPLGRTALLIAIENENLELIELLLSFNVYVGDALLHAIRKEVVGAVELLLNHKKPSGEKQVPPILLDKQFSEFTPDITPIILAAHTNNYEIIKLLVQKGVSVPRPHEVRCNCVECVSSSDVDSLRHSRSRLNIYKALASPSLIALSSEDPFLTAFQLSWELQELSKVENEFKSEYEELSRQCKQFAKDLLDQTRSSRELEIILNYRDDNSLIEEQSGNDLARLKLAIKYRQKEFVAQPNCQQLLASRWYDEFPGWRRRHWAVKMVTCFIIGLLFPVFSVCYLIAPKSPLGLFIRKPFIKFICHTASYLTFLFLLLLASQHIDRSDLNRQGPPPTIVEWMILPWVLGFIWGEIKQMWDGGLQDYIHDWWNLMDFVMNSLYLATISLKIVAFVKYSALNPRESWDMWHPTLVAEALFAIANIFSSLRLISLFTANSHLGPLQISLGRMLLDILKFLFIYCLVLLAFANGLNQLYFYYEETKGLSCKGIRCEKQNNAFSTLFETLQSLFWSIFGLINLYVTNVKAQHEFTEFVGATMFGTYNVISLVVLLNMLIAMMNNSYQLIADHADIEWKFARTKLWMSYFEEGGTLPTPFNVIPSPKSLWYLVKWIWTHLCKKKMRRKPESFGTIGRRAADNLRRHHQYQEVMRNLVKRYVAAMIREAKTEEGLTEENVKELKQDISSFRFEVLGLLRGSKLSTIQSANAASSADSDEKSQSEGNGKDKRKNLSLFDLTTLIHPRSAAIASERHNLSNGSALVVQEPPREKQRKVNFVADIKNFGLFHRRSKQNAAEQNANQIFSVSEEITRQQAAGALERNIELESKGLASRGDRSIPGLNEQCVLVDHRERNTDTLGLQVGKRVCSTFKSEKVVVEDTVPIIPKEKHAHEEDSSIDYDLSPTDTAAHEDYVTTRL
TRPC4 act = opens the mouse TRPC4 cation channel. Q9QUQ5. HEK293 TRPC4beta/mu-opioid, Fluo4 calcium fluorescence; hits give high values. B-score at 10 µM. hit rate 0.49% among 310,000;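 active means B-score above 5 SD of library B-scores, and initial fluorescence ratio not above library mean plus 5 SD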;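 further: positive B-score marks a calcium rise read as TRPC4 activation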
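Assay system – TRPC4beta and mu-opioid receptor HEK293 stable cells · Measured by – Fluo4 fluorescence, kinetic · Schedule – dye loading 45 min room temperature, 110 s kinetic read · Read-out – B-scored integrated calcium fluorescence ratio · Controls – buffer and maximal DAMGO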
SKKanGAS inh = blocks kanamycin growth of S. pyogenes SKKanGAS strain. BacTiter-Glo, 6 h. hit rate 1.3% among 300,000. inhibition, % at 7.5 µM. AID 1662;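 active means mean replicate score, as percent of positive control median, at least 50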;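 further: strain carries kanamycin resistance gene driven by streptokinase promoter and grows in 40 µg/ml kanamycin; loss of luminescence reflects streptokinase promoter inhibition or plain growth inhibition; 0% = median of DMSO wells and 100% = positive control at its reference dose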
TRPC4 inh = inhibitors of mouse TRPC4 channel; B-score at 10 µM; hit rate 0.39% among 300,000; HEK293 TRPC4beta/mu-opioid, DAMGO-evoked Fluo4 calcium flux; hits give low values; AID 2247;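 active means B-score over 3 SD under the library average, no early fluorescence shift, positive overall ratio signal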
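Assay system: TRPC4beta/mu-opioid receptor HEK293 cell line; compound dosing: single concentration per test compound; detection: Fluo4 Ca2+ flux fluorescence; evaluation: per-well B score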
KLF5 inhibitor = suppresses KLF5 promoter-driven expression | DLD-1 KLF5 promoter-luciferase reporter, luminescence | inhibition, % at 5 µM | hit rate 0.23% among 290,000 | AID 1700;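 active means inhibition above a per-plate limit of that plate's mean compound inhibition plus 3 SD, cut at about 60% in these data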;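 further: 0% = DMSO wells and 100% = LY294002 at 200 µM; higher means less KLF5 promoter-driven luciferase light; inactives centre near -14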
TRPC6 inhibitor = inhibitors of mouse TRPC6 channel | Q61143 | HEK293-TRPC6, membrane potential dye, ACh-evoked depolarization; hits give low values | B-score at 10 µM | hit rate 1.1% among 310,000 | AID 2553;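 active means B-score under library mean minus 3 SD, initial fluorescence not abnormally high, positive integrated signal ratio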;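 further: B-score derived from integrated fluorescence ratio over the kinetic read; more negative B-score means stronger inhibition of depolarization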
MrgX1 antag = antagonists of human MrgX1 receptor; MRGX1-HEK293 calcium flux, Fluo-4, BAM8-22 antagonism; hits give low values; Q96LB2; hit rate 1.3% among 310,000; B-score at 10 µM;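 active means calcium-response B-score plate-corrected more than 3 library SD below zero, starting fluorescence within 5 deviations, no agonist response on first addition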;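 further: peak minus trough fluorescence over baseline after final BAM8-22 challenge near maximal dose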
HIF activator = HIF pathway transcriptional activation | activation, % at 7.5 µM (by protocol) | U2OS HRE-luciferase reporter, luminescence; normalized: DMSO 0%, desferrioxamine 100% | hit rate 0.32% among 300,000;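 active means mean activation of at least 10% of the iron chelator positive control signal, with at least half of replicates also reaching 10%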
aSyn UTR inh = MLPCN primary screen, SNCA 5' untranslated region. inhibition, % (tested at 7.5 µM). hit rate 0.82% among 300,000. alpha-synuclein 5'UTR reporter, inhibitor activity; in the data active means inhibition above about 60%;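 further: H4 neuroglioblastoma cells stably carrying SNCA 5'UTR luciferase fusion; 0% = DMSO wells and 100% = positive control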
Starred values were filed as active, the others as inactive; i = inactive; . = no result given.

SMILES	TRPC6 act	IEC-6 tox	TRPC4 PAM	TRPC4 act	SKKanGAS inh	TRPC4 inh	KLF5 inhibitor	TRPC6 inhibitor	MrgX1 antag	HIF activator	aSyn UTR inh
CC(=O)NC(=S)NNC(=O)c1ccc(Br)cc1	i	-2	i	i	79*	i	-13	i	i	-0.4	4
CCN(CC(=O)Nc1ccc(C(C)=O)cc1)CC(=O)Nc1cccc(OC)c1	i	4	i	i	1	i	-16	i	i	0.2	-2
CC(=O)OCC[C@H](NS(=O)(=O)OCC(Cl)(Cl)Cl)c1ccccc1	i	5	i	i	5	i	-7	i	i	0.0	7
CC(=O)/C(C(=N)N1CCN(Cc2ccccc2)CC1)=C(\C)O	i	2	i	i	-2	i	4	i	i	-0.2	0
Oc1[nH]c2ccccc2c1N=Nc1ccc(F)cc1	i	7	i	i	-5	i	-10	i	i	1.9	-171
CCOC(=O)c1cccc(NC(=O)Nc2ccc(OCC)cc2)c1	i	-1	i	i	-7	i	-19	i	i	-1.0	56
Cc1ccc(C2CC(c3ccccc3)n3ncnc3N2)cc1 (stereo unspecified)	i	5	i	i	-10	i	21	i	i	0.0	-5
CCOc1ccc(C(=O)OCC(=O)NCc2ccco2)cc1OCC	i	-3	i	i	-2	i	-39	i	i	0.1	17
CS(=O)(=O)N1CCc2cc(C(=O)O)ccc21	i	3	i	i	-3	i	-28	i	i	-0.1	-35
COc1ccc2o/c(=N/NC(=O)c3cccs3)c(C(N)=O)cc2c1	i	0	i	i	.	i	-50	i	i	2.8	-157
CCCCC(O)(c1ccccc1)C(CN1CCOCC1)c1ccccc1 (stereo unspecified)	i	-6	i	i	1	i	4	i	i	1.2	11
Cc1nc2ccccc2c(=O)n1-c1ccc(NS(=O)(=O)c2ccc(F)cc2)cc1	i	.	i	i	0	i	.	i	i	-0.7	-8
Cc1ccc(OCc2nnc(N)s2)cc1	i	-6	i	i	-6	i	-38	i	i	0.1	-22
CC(C)c1ccccc1NC(=S)N1CCN(Cc2ccc3c(c2)OCO3)CC1	i	4	i	i	0	i	-13	i	i	-0.3	17
NC(=O)c1ccc(NC(=O)CN2CCN(c3ccc(Cl)cc3)CC2)cc1	i	1	i	i	-9	i	-14	i	i	0.1	3
O=C(NCc1ccc(N2CCCC2=O)cc1)c1cccc(Cl)c1	i	-1	i	i	-1	i	-1	i	i	-0.4	11
Cc1ccccc1NCN1C(=O)C2C3C=CC(C3)C2C1=O (stereo unspecified)	i	-2	i	i	-4	i	-13	i	i	0.1	7
CC(C)c1ccc(NC2CCCN(C(=O)c3ccc4nccnc4c3)C2)cc1 (stereo unspecified)	i	2	i	i	-7	i	3	i	i	-0.2	19
O=C(O)CCC(=O)N1N=C(c2ccccc2)CC1c1ccc2c(c1)OCO2 (stereo unspecified)	i	1	i	i	1	i	-23	i	i	-1.0	13
O=C1c2ccccc2C(=O)N1CCCCn1c(=O)oc2ccccc21	i	-4	i	i	5	i	-16	i	i	0.2	-1

Four entries picked at random from those above, as already listed:
SMILES	TRPC6 act	IEC-6 tox	TRPC4 PAM	TRPC4 act	SKKanGAS inh	TRPC4 inh	KLF5 inhibitor	TRPC6 inhibitor	MrgX1 antag	HIF activator	aSyn UTR inh
CS(=O)(=O)N1CCc2cc(C(=O)O)ccc21	i	3	i	i	-3	i	-28	i	i	-0.1	-35
CC(=O)/C(C(=N)N1CCN(Cc2ccccc2)CC1)=C(\C)O	i	2	i	i	-2	i	4	i	i	-0.2	0
NC(=O)c1ccc(NC(=O)CN2CCN(c3ccc(Cl)cc3)CC2)cc1	i	1	i	i	-9	i	-14	i	i	0.1	3
O=C1c2ccccc2C(=O)N1CCCCn1c(=O)oc2ccccc21	i	-4	i	i	5	i	-16	i	i	0.2	-1

(further entries)
SMILES	TRPC6 act	IEC-6 tox	TRPC4 PAM	TRPC4 act	SKKanGAS inh	TRPC4 inh	KLF5 inhibitor	TRPC6 inhibitor	MrgX1 antag	HIF activator	aSyn UTR inh
CSc1ncc(C(=O)Nc2cccc(Cl)c2C)c(C)n1	i	-2	i	i	1	i	-28	i	i	0.0	-17
O=C(NCc1cccs1)c1cc(-c2ccccc2)nn1CC1CC(c2cccnc2)=NO1 (stereo unspecified)	i	.	i	i	2	i	.	i	i	-1.1	-8
CCCS(=O)(=O)N1CCN(C(=O)COc2ccccc2)CC1	i	2	i	i	5	i	-3	i	i	0.0	-9
CC(=O)Nc1nc(C)c(-c2csc(Nc3ccc(S(N)(=O)=O)cc3)n2)s1	i	4	i	i	10	i	-5	i	i	-0.6	5

Some of the entries so far, in CSV form.
Molecule,TRPC6 act,IEC-6 tox,TRPC4 PAM,TRPC4 act,SKKanGAS inh,TRPC4 inh,KLF5 inhibitor,TRPC6 inhibitor,MrgX1 antag,HIF activator,aSyn UTR inh
CSc1ncc(C(=O)Nc2cccc(Cl)c2C)c(C)n1,i,-2,i,i,1,i,-28,i,i,0.0,-17
O=C(NCc1cccs1)c1cc(-c2ccccc2)nn1CC1CC(c2cccnc2)=NO1 (stereo unspecified),i,.,i,i,2,i,.,i,i,-1.1,-8
CCCS(=O)(=O)N1CCN(C(=O)COc2ccccc2)CC1,i,2,i,i,5,i,-3,i,i,0.0,-9
CC(=O)Nc1nc(C)c(-c2csc(Nc3ccc(S(N)(=O)=O)cc3)n2)s1,i,4,i,i,10,i,-5,i,i,-0.6,5

Results in TRPC4 PAM, TRPC6 inhibitor and TRPC4 act (2 entries from above):
SMILES | TRPC4 PAM | TRPC6 inhibitor | TRPC4 act
CC(=O)NC(=S)NNC(=O)c1ccc(Br)cc1 | i | i | i
CC(=O)OCC[C@H](NS(=O)(=O)OCC(Cl)(Cl)Cl)c1ccccc1 | i | i | i

High-throughput results from PubChem.
